# Platelet DG rel = modulates dense granule release in human platelets | inhibition, %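 (compounds screened at 7.5 µM in platelet-rich plasma)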 | AID 1663 | human platelet-rich plasma, SFLLRN dense granule ATP release, luminescence | hit rate 0.22% among 300,000;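 active means mean replicate score, as percent of positive control, at or above 50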
# HSF-1 act = increases HSF-1 driven luciferase reporter signal. activation, % at 9 µM. hit rate 1.7% among 300,000. NIH3T3-HGL HSF-1 luciferase reporter, MG132, 8 h; 100% = twice DMSO control signal;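 active means mean replicate activation of at least 50% with a set share of replicates each reaching 50%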;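 further: 0% = median of the neutral control wells and 100% = twice that signal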
# HSF1 inh = HSF1 inhibition; hit rate 0.77% among 300,000; activity change, negative = inhibition, % at 7.5 µM (by protocol); NIH3T3-HGL HSE-luciferase, MG132-induced, luminescence 8 h; stronger effect = lower value;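 active means more than half of replicate wells show activity change below -50%, luminescence cut by over half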;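 further: luciferase reports HSF-1 transcriptional activity via heat shock element; 0% = median of DMSO wells and -100% = zero luminescence signal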
# aSyn 5UTR inh = MLPCN primary screen, SNCA 5' untranslated region | hit rate 0.82% among 300,000 | alpha-synuclein 5'UTR reporter, inhibitor activity | inhibition, % (tested at 7.5 µM); in the data active means inhibition above about 60%;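 further: H4 neuroglioblastoma cells stably carrying SNCA 5'UTR luciferase fusion; 0% = DMSO wells and 100% = positive control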
# AI-2 QS modul = Vibrio harveyi AI-2 quorum sensing modulation; Vibrio harveyi JMH597 AI-2 luminescence/OD600 ratio, 9 h; stronger effect = lower value; strain lacks LuxN and CqsS sensors; 0 = neutral-control median; activity change, % at 7.5 µM; hit rate 0.4% among 300,000; in the data active means activity change below about -75%, passing the limit was not always enough;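 further: luminescence divided by OD600 gain over 9 h not by final OD600 alone; inactives centre near 13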
# SKKanGAS inh = SKKanGAS growth inhibition; S. pyogenes SKKanGAS, kanamycin growth, BacTiter-Glo, 6 h; inhibition, % at 7.5 µM; hit rate 1.3% among 300,000;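 active means mean replicate score, as percent of positive control median, at least 50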;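 further: strain carries kanamycin resistance gene driven by streptokinase promoter and grows in 40 µg/ml kanamycin; loss of luminescence reflects streptokinase promoter inhibition or plain growth inhibition; 0% = median of DMSO wells and 100% = positive control at its reference dose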
# HIF activator = HIF pathway transcriptional activation | U2OS HRE-luciferase reporter, luminescence; normalized: DMSO 0%, desferrioxamine 100% | activation, % at 7.5 µM (by protocol) | AID 1910 | hit rate 0.32% among 300,000;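 active means mean activation of at least 10% of the iron chelator positive control signal, with at least half of replicates also reaching 10%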
# IEC-6 tox = kills IEC-6 intestinal cells in KLF5 counter-screen | IEC-6 cytotoxicity, luminescence viability | hit rate 0.78% among 290,000 | AID 1825 | inhibition, % at 5 µM; in the data active means inhibition above about 22%;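 further: 0% = plate median of test compound wells and 100% = cytotoxic reference compound wells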
# HSP90 inh = blocks HSP90-mediated luciferase refolding in reticulocyte lysate. inhibition, % at 5.6 µM. AID 1789. Rabbit reticulocyte lysate, luciferase refolding luminescence, 3 h. hit rate 0.91% among 290,000;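 active means inhibition above the screen-wide mean plus 3 SD, computed separately per campaign, cut at about 16% in these data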;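 further: 0% = DMSO wells and 100% = 60 µM geldanamycin wells; inhibitors lower the luminescence because luciferase stays unfolded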
# KLF5 inhibitor = suppresses KLF5 promoter-driven expression. DLD-1 KLF5 promoter-luciferase reporter, luminescence. inhibition, % at 5 µM. hit rate 0.23% among 290,000;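 active means inhibition above a per-plate limit of that plate's mean compound inhibition plus 3 SD, cut at about 60% in these data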;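 further: 0% = DMSO wells and 100% = LY294002 at 200 µM; higher means less KLF5 promoter-driven luciferase light; inactives centre near -14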
# An asterisk follows results filed as active; . = not tested or not shown. An excerpt; rates above refer to the full screens.
no.	molecule	Platelet DG rel	HSF-1 act	HSF1 inh	aSyn 5UTR inh	AI-2 QS modul
1	O=C(C[N+]12CCC(CC1)C(CO)C2)c1ccc([N+](=O)[O-])cc1 (stereo unspecified)	2	1	-1	-3	18
2	CC(=O)N(C)CC#CCN1CCC(O)CC1	-1	-3	-11	-11	18
3	CCOc1ccc(C(C)=O)cc1Cc1c(O)[nH]c(=S)[nH]c1=O	-3	-6	-6	-4	21
4	COc1nc(NCC2CCCO2)nc(N2CC3CC(C2)c2cccc(=O)n2C3)n1 (stereo unspecified)	-3	-7	1	2	8
5	CNCCc1nc(N)n[nH]1	-3	-13	-3	-4	25
6	CCCOP(=O)(OCCC)C(NC(=O)c1cc(OC)c(OC)c(OC)c1)c1ccccc1 (stereo unspecified)	-7	-4	3	3	18
7	C=CCN1C(=O)/C(=C/c2ccc(Br)s2)C(=O)NC1=S	5	-18	-2	7	2
8	CN1CCN(Cc2nc3ccccc3n2C)CC1	4	17	-1	-19	16
9	OC1/C(=C/c2ccccc2F)N2CCC1CC2 (stereo unspecified)	-6	-11	-8	-10	0
10	COC(=O)C1=C(c2ccccc2)C[C@@H]2CC[C@H]1N2C(=O)NCc1ccccc1	-4	-7	-2	23	22
11	COc1ccc(OC)c2c1CCC1NCCOC21 (stereo unspecified)	-4	-2	-4	17	14
12	Nc1c(C(=O)NCc2ccco2)c2nc3ccccc3nc2n1Cc1ccccc1	-3	-24	-1	8	4

no.	SKKanGAS inh	HIF activator	IEC-6 tox	HSP90 inh	KLF5 inhibitor
1	-4	0.0	2	0	5
2	4	-2.4	.	.	.
3	-1	-13	-4	1	-20
4	8	0.0	-4	-5	-22
5	-1	-0.2	3	-1	0
6	1	0.0	-5	-7	-24
7	0	-0.2	-2	0	-22
8	-4	0.2	-4	1	-14
9	0	0.8	1	2	-19
10	-2	-0.8	.	.	.
11	1	-0.3	-4	-2	-17
12	24	-0.3	3	6	-7

# (next part)
no.	molecule	Platelet DG rel	HSF-1 act	HSF1 inh	aSyn 5UTR inh	AI-2 QS modul
13	CCOc1cc2c(cc1OCC)-n1cccc1C(c1ccc(F)cc1)NC2 (stereo unspecified)	-3	11	6	1	31
14	COc1cc(Br)cc(CN2CCN(C)CC2)c1O	-1	.	.	.	12
15	Oc1cccc2nc3ccccc3nc12	2	14	10	-15	29
16	c1ccc2c(c1)CSc1ccccc1C2C1=NCCN1 (stereo unspecified)	2	-15	0	22	13
17	OC[C@@H](O)CCl	0	14	5	-10	9
18	CC(=Nc1c(C)n(C)n(-c2ccccc2)c1=O)c1c(O)n(Cc2ccccc2)c(=O)[nH]c1=O	1	21	6	-3	16
19	CC(C)N1C(=O)NC(=O)C2(Cc3cc([N+](=O)[O-])ccc3N(C)C2c2ccccc2)C1=O (stereo unspecified)	8	26	6	-11	12
20	C=C1[C@@H](C)[C@H]2[C@H](Cc3ccccc3)NC(=O)[C@]23OC(=O)/C=C/[C@H](O)CCC[C@@H](C)C/C=C/[C@H]3[C@@H]1O	-7	-51	-39	109*	8
21	O=[N+]([O-])/C(Cl)=C1\NCCN1Cc1ccc(Cl)nc1	-3	-7	0	-1	12
22	CN1CCCN(C(=O)COc2cccc(C(F)(F)F)c2)CC1	-8	-4	-2	-1	22
23	CC1=C(C(=O)Nc2ccccc2)S(=O)(=O)CCO1	11	8	7	-10	26
24	Oc1ccccc1CN(CCc1ccccc1)Cc1ccccc1	-3	-14	-12	2	3

no.	SKKanGAS inh	HIF activator	IEC-6 tox	HSP90 inh	KLF5 inhibitor
13	-4	-2.4	6	-3	1
14	3	.	-7	-5	-2
15	5	0.0	-3	0	-29
16	-7	0.0	6	1	-6
17	-2	0.2	.	.	.
18	1	-0.1	-7	-2	14
19	25	0.6	-3	1	0
20	-9	-1.9	87*	2	32
21	-1	0.3	-10	-4	-63
22	3	-0.1	1	-2	-17
23	3	-1.4	4	-3	-17
24	29	2.9	-1	3	3

# Remaining list, next part
no.	molecule	Platelet DG rel	HSF-1 act	HSF1 inh	aSyn 5UTR inh	AI-2 QS modul
25	Cc1cc(OCC(=O)N2CCC(C(=O)O)CC2)c2c3c(c(=O)oc2c1)CCCC3	-2	-3	-3	6	29
26	CC(=O)Nc1ccccc1C(=O)OCc1cccc(F)c1	2	-7	2	-85	4
27	COc1ccc(CCC(=O)N2CCC3(CC2)OCCO3)cc1	19	-2	-6	26	24
28	Cc1cc(C)[n+](C2C3CC4CC(C3)CC2C4)o1 (stereo unspecified)	-6	2	-8	12	8
29	Cc1ccc(CN2CCCC(C(=O)c3sccc3C)C2)o1 (stereo unspecified)	-9	27	4	-34	9
30	O=C1NC(=O)C(Cc2cccs2)C(=O)N1	-1	-3	-14	-18	1
31	CCCCCSc1cc(OC)c(CCN)cc1OC	-8	-4	7	19	25
32	Nc1ccc(N2CCN(Cc3ccccc3Cl)CC2)c(Cl)c1	9	11	-6	-8	-17
33	O=P(OCC(F)(F)C(F)F)(N1CCCCC1)N1CCCCC1	-5	-10	1	8	-10
34	Cc1ccc(CNCCc2ccccc2F)cc1	11	33	7	7	15
35	Cc1c(C(=O)N2CCC3(CC2)OCCO3)sc2ncnc(N(C)c3ccccc3)c12	-10	-14	-6	5	3
36	O=C(Cc1ccc([N+](=O)[O-])cc1)N1CCN(Cc2ccc3c(c2)OCO3)CC1	21	2	-7	1	12

no.	SKKanGAS inh	HIF activator	IEC-6 tox	HSP90 inh	KLF5 inhibitor
25	0	0.1	-6	-4	-33
26	3	1.7	2	-3	-41
27	-1	0.6	1	-3	-11
28	-7	0.0	-3	1	23
29	13	-1.1	5	0	-9
30	0	-0.7	-6	2	1
31	2	1.6	12	2	35
32	10	-0.1	-6	-7	-14
33	-12	0.1	4	-2	-40
34	8	0.8	-7	-3	-29
35	-3	1.2	-1	-3	-29
36	8	0.1	4	1	-11

# Pulled by structure from the list above:
no.	molecule	Platelet DG rel	HSF-1 act	HSF1 inh	aSyn 5UTR inh	AI-2 QS modul
30	O=C1NC(=O)C(Cc2cccs2)C(=O)N1	-1	-3	-14	-18	1
35	Cc1c(C(=O)N2CCC3(CC2)OCCO3)sc2ncnc(N(C)c3ccccc3)c12	-10	-14	-6	5	3

no.	SKKanGAS inh	HIF activator	IEC-6 tox	HSP90 inh	KLF5 inhibitor
30	0	-0.7	-6	2	1
35	-3	1.2	-1	-3	-29

# The results go on:
no.	molecule	Platelet DG rel	HSF-1 act	HSF1 inh	aSyn 5UTR inh	AI-2 QS modul
37	COC(=O)C1=C(c2ccc(S(C)(=O)=O)cc2)C[C@@H]2CC[C@H]1N2C(=O)N1CCC(C)CC1	0	-22	-3	30	0
38	CN(C(=O)Oc1ccc(F)cc1)c1ccccc1	0	-2	3	10	-1
39	COc1cc2c(cc1OC)CC[N+](C)=C2	2	-2	-3	1	37
40	Cc1oc(-c2ccc(F)cc2F)nc1CN1C[C@@H]2C[C@@H](C1)c1cccc(=O)n1C2	8	3	2	29	21
41	CN(C)CCCN=Cc1c(O)n(CCc2ccccc2)c(=O)[nH]c1=O	3	-6	-1	5	13
42	NP(=O)(OCCCc1ccccc1)Oc1ccccc1Cl (stereo unspecified)	-5	-14	3	-2	-32
43	O=C1NC(=O)N(Cc2ccc(F)cc2)C(=O)/C1=C\c1ccoc1	5	3	-8	7	23
44	CCn1c(O)c(/C=N/N2CCOCC2)c(=O)n(CC)c1=S	3	13	5	-8	13
45	CC(Cc1ccc(O)cc1)NCC(O)c1cc(O)cc(O)c1 (stereo unspecified)	11	4	-5	-9	8
46	CC1(C)CN(S(=O)(=O)OCC(Cl)(Cl)Cl)C(=O)N1	-2	12	1	-4	9
47	O=C1NC(=S)N(c2ccccc2F)C(=O)/C1=C\c1cccs1	-8	.	.	-1	17
48	CC/C(=N\Nc1cccc2ccccc12)c1c(O)[nH]c(=O)[nH]c1=O	-9	11	-2	-52	28

no.	SKKanGAS inh	HIF activator	IEC-6 tox	HSP90 inh	KLF5 inhibitor
37	-1	-0.6	.	.	.
38	9	-0.4	1	1	-50
39	5	-0.2	2	-5	4
40	6	-0.4	2	-2	9
41	1	0.2	-5	1	-23
42	0	-0.5	3	0	-1
43	5	-0.4	0	4	-22
44	4	-0.1	-1	6	-30
45	-2	.	.	.	.
46	2	0.0	-10	-7	-17
47	-4	.	1	-2	-36
48	25	0.0	2	8	-10

# Following part
no.	molecule	Platelet DG rel	HSF-1 act	HSF1 inh	aSyn 5UTR inh	AI-2 QS modul
49	N[C@@H](Cc1c[nH]c2ccccc12)c1nnc(SCc2ccccc2)o1	1	5	-1	5	-7
50	C=CCn1c(O)c(C(C)=Nc2cccc(C(F)(F)F)c2)c(=O)[nH]c1=O	-8	-8	-3	-14	9
51	COC(=O)C1=C(c2cc3ccccc3s2)C[C@@H]2CC[C@H]1N2C(=O)NCCCOC(C)C	-1	-4	4	4	17
52	CC1CCN(c2cc(Br)c([N+](=O)[O-])cc2F)CC1	1	-4	0	-17	6
53	O=C(Nc1nccs1)C(Cl)(Cl)Cl	3	1	-1	0	10
54	CC(C)Oc1ccc(CCN)cc1Cl	-12	21	0	-10	1
55	O=C(N[C@H]1CP(=O)(Oc2ccccc2)O[C@H](COCc2ccccc2)[C@H]1O)C(Cl)(Cl)Cl (stereo partly specified)	4	-1	2	-9	18
56	O=P(Nc1c(Cl)cccc1Cl)(c1ccccc1)c1nc2c(s1)CCCC2 (stereo unspecified)	3	0	-5	-25	28
57	COc1ccccc1N1C(=O)CC(=O)NC1=O	-4	1	-8	-6	19
58	O=C(C1CC(=O)N(C2CCCC2)C1)N1CCC2(CC1)OCCO2 (stereo unspecified)	-10	7	-2	9	18
59	COc1ccc2[nH]c(C)c(CCN3CCC(=O)C(C)C3C)c2c1 (stereo unspecified)	4	-11	-4	-7	9
60	O=C1CCCN1C(=O)c1cncc(Br)c1	4	4	-4	8	0
61	CN(C=O)CP(=O)(O)CN(C)C=O	-2	-3	-2	-2	0
62	O=C(Cc1ccccc1)Oc1ccc(N2C(=O)C3CCCCC3C2=O)cc1 (stereo unspecified)	3	4	3	-8	23

no.	SKKanGAS inh	HIF activator	IEC-6 tox	HSP90 inh	KLF5 inhibitor
49	-5	-0.6	0	1	2
50	3	-0.6	-8	-9	-49
51	2	0.3	.	.	.
52	-5	0.0	-4	-2	-1
53	-6	-0.4	-2	-2	-1
54	2	-0.2	-7	-5	8
55	-3	0.2	.	.	.
56	0	2.3	0	-3	-21
57	1	-0.5	-9	-2	-13
58	-1	-0.1	-3	5	-26
59	-5	0.2	10	-1	-23
60	3	0.8	1	0	-6
61	-5	0.1	-1	-2	-38
62	-5	0.4	-1	1	-43

# Ordered by length of the SMILES (smallest number first): some entries from above
no.	molecule	Platelet DG rel	HSF-1 act	HSF1 inh	aSyn 5UTR inh	AI-2 QS modul
52	CC1CCN(c2cc(Br)c([N+](=O)[O-])cc2F)CC1	1	-4	0	-17	6
62	O=C(Cc1ccccc1)Oc1ccc(N2C(=O)C3CCCCC3C2=O)cc1 (stereo unspecified)	3	4	3	-8	23
56	O=P(Nc1c(Cl)cccc1Cl)(c1ccccc1)c1nc2c(s1)CCCC2 (stereo unspecified)	3	0	-5	-25	28
55	O=C(N[C@H]1CP(=O)(Oc2ccccc2)O[C@H](COCc2ccccc2)[C@H]1O)C(Cl)(Cl)Cl (stereo partly specified)	4	-1	2	-9	18

no.	SKKanGAS inh	HIF activator	IEC-6 tox	HSP90 inh	KLF5 inhibitor
52	-5	0.0	-4	-2	-1
62	-5	0.4	-1	1	-43
56	0	2.3	0	-3	-21
55	-3	0.2	.	.	.
